# All columns: NCI-60 one-dose screen, growth in % after 48 h at 10 µM unless noted; 100 = growth as untreated, 0 = no growth, -100 = all killed.
# DU-145 = DU-145 prostate cancer; actives 4.2% (n = 81,000); AID 1794760
# U251 = U251 CNS tumor cells; actives 5.4% (n = 80,000)
# SF-268 = SF-268 CNS cancer cells; actives 3.1% (n = 82,000)
# SF-539 = SF-539 CNS cancer; actives 6.8% (n = 81,000); AID 1794752
# OVCAR-8 = OVCAR-8 ovarian cancer; actives 4.4% (n = 81,000); AID 1794782
# SNB-19 = SNB-19 CNS cancer cells; actives 2.5% (n = 81,000)
# PC-3 = PC-3 prostate cancer cells | actives 3.9% (n = 80,000) | AID 1794754
# SF-295 = SF-295 CNS cancer cells; actives 5.6% (n = 79,000); AID 1794758
# An asterisk follows results filed as active; nt = no result given; [ ] = another dose, or the depositor's remark. Rule for the calls: active = growth percent below 10; inactive = the rest. This is a random part of the collection. About 9.2% of those tested had a hit in this group.
SMILES,DU-145,U251,SF-268,SF-539,OVCAR-8,SNB-19,PC-3,SF-295
CCNC(=O)N1N=C(c2ccc(N)cc2)c2cc3c(cc2C(C)C1=O)OCO3 (stereo unspecified),111.0,99.4,112.4,105.2,102.7,104.0,99.5,113.1
S=C1NCCN1c1ccc(Cl)cc1,95.2,96.3,101.5,99.2,113.1,105.8,94.3,nt
COc1cc(-c2nc3sccn3c2-c2ccnc(S(C)(=O)=O)n2)ccc1F,101.7,99.1,100.5,91.5,98.3,92.0,104.9,98.6
CCc1ccc(Nc2cc(C)nc3nc(C)nn23)cc1,29.5,-98.9*,37.8,0.3*,-69.2*,15.4,1.4*,33.1
N#Cc1nc(C(c2ccccc2)c2ccccc2)oc1NCCN1CCCCC1,100.6,94.5,87.0,89.5,94.9,99.1,94.9,95.4
COCc1c(-c2ccc(NC(=O)Nc3cc(C(F)(F)F)ccc3F)c(F)c2)c2c(N)ncnn2c1CN1CCOCC1,-4.0*,-35.5*,-14.5*,-71.5*,-28.6*,-14.9*,-25.4*,-54.2*
O=CN1CCN(C=O)C(O)C1O (stereo unspecified),121.2,116.1,117.2,97.3,112.2,102.4,100.5,110.9
O=C(Nc1cccc(Cl)c1)Oc1c(Cl)c(Cl)c(Cl)c(Cl)c1Cl,95.6,101.6,95.9,95.3,98.9,99.1,86.9,90.0
CN(C)c1ccc(/C=N/Nc2nc(Nc3ccccc3)nc(Nc3ccc(S(N)(=O)=O)cc3)n2)cc1,73.7,67.4,89.6,40.7,68.3,83.5,61.2,46.9
Cc1cc(=O)oc2cc(OCCOc3ccc(/C=C/C(=O)Nc4ccccc4F)cc3)ccc12,105.8,101.4,106.0,98.8,111.9,100.3,100.8,107.8
O=c1c2cc(F)ccc2sc2c(OCCO)nc3ccccc3c12,99.3,95.8,92.3,91.2,97.7,92.2,97.4,98.3
O=S(=O)(O)c1ccc(N=Nc2ccc(O)cc2)cc1,106.8,104.1,105.8,98.4,80.0,104.7,94.7,126.1
O=C(CN1CCN(c2cc(=O)n(-c3ccccc3)c3ccccc23)CC1)N1CCCc2ccccc21,95.1,91.0,81.8,95.1,81.9,83.8,67.4,87.7
COc1cccc(-n2cc(-c3nc(Nc4cc(C)[nH]n4)c4ccccc4n3)nn2)c1,66.4,nt,64.1,52.9,38.3,73.1,55.3,37.7
O=C1Nc2cc(-c3ccc(NC(=O)c4cccc([N+](=O)[O-])c4)cc3)ccc2/C1=C/c1ccc[nH]1,67.7,99.3,98.4,89.2,90.4,94.5,66.2,83.5
COc1ccccc1-[n+]1cc(-c2ccc(-c3ccccc3)cc2)n2c1CCCCC2,20.7,10.6,21.2,18.2,2.7*,11.7,1.3*,-1.8*
O=C(/C=C/c1cccc(O)c1)c1cccc(-n2cc(-c3ccc(Cl)cc3)[nH]c2=O)c1,-69.8*,-87.9*,-68.3*,-89.7*,-2.9*,-10.6*,nt,4.3*
COc1cc2nc(SCc3cc(OC)c(OC)c(OC)c3)n(-c3ccccc3OC)c(=O)c2cc1OC,81.8,86.8,69.9,89.9,84.6,nt,61.1,73.8
Cc1ccc(NC(=O)COc2ccc(/C=N/Nc3nc4ccccc4s3)cc2)cc1,109.7,100.8,93.4,60.1,93.6,92.3,101.7,100.7
ClC1CCCCC12OCCO2 (stereo unspecified),106.8,101.7,53.1,100.2,100.9,101.7,93.9,nt
N#Cc1c(-c2cccs2)cc(-c2cccnc2)[nH]c1=O,109.5,96.9,100.0,95.5,97.9,98.1,101.3,101.0
C=C(C)[C@@H]1CC[C@]2(C(=O)NCCNCCNCCNC(=O)OC(C)(C)C)CC[C@]3(C)[C@H](CC[C@@H]4[C@@]5(C)CCC(=O)C(C)(C)[C@@H]5CC[C@]43C)[C@@H]12,104.4[100 µM],85.5[100 µM],83.8[100 µM],79.5[100 µM],88.8[100 µM],80.2[100 µM],69.3[100 µM],91.9[100 µM]
COc1ccc(-c2cnc3sc4ccccc4n23)cc1,109.6,99.8,105.9,98.5,99.5,89.4,90.8,nt
O=C(NC(Cc1c[nH]c2ccccc12)C(=O)O)OCC1c2ccccc2-c2ccccc21 (stereo unspecified),110.9,97.7,103.4,102.6,97.1,109.6,92.5,nt
CC1(C)C2=C(CC[C@@H]1O)[C@@]1(C)C[C@H](c3ccoc3)OC(=O)[C@@H]1CC2,111.4,100.3,100.4,106.9,98.1,101.1,96.1,109.1
SMILES,DU-145,U251,SF-268,SF-539,OVCAR-8,SNB-19,PC-3,SF-295
COc1cc2oc(-c3cccc(C(=O)Nc4ccc5c(c4)OCO5)c3)cc(=O)c2c(O)c1OC,80.4,55.8,58.7,88.8,30.6,72.1,72.3,92.1
C/C(=N\N=C\c1ccc(N(C)C)cc1)c1ccc2c(c1)Nc1ccccc1S2,62.0,29.4,62.8,52.8,38.5,63.1,54.0,24.6
CC1(C)N=C(Oc2cc(Cl)cc(Cl)c2)NC(=S)N1,108.0,104.9,103.2,102.3,107.8,nt,87.4,98.8
CCC(O)C(C)(C)N (stereo unspecified),110.6,nt,107.1,103.1,108.2,104.1,93.6,93.0
O=C(/C=C/c1cn(-c2ccccc2)nc1-c1ccccc1)NNC(=O)Nc1ccc(F)cc1,109.9,95.8,101.1,104.8,95.9,98.5,90.4,97.3
CC(C)C(=O)Nc1ccc(C(=O)NC(=S)Nc2ccc(C(=O)O)cc2)cc1,109.9,104.1,93.9,95.3,111.4,97.8,100.9,95.3
O=C(Cl)CN1C(=O)c2ccccc2C1=O,104.6,110.0,105.6,102.1,107.9,95.2,102.1,97.9
CC(C)=CCC[C@H](C)c1ccc(C)cc1O,nt,102.9,nt,103.3,108.1,98.5,97.8,106.8
O=C(/C=C/c1cn(-c2ccccc2)nc1-c1ccc(Br)cc1)c1cc2ccccc2oc1=O,104.2,99.4,89.3,101.1,94.8,97.4,91.9,104.4
CCOC(=O)c1ccc2c(c1)c1c(C)c3cccnc3c(C)c1n2C,52.7,48.1,50.9,67.0,46.2,56.4,58.3,nt
Cc1cccc2c(=O)c3c(sc12)c(Cl)nc1ccccc13,111.5,104.7,96.2,93.3,95.8,98.2,90.7,98.8
O=S(=O)(NCCNc1cc(-c2cn(-c3ccccc3)nc2-c2cccc(O)c2)ccn1)c1ccc(Cl)cc1,62.8,22.1,40.2,61.8,31.0,47.7,14.9,13.3
CCOC(=O)c1ccc(N=Nc2c(N)nc(N)[nH]c2=O)cc1,107.7,94.7,109.8,102.0,99.7,101.1,95.1,nt
CCn1c(Sc2nnc(NC(=O)CSC(=S)N3CCCCC3)s2)nc2c1c(=O)n(C)c(=O)n2C,98.0,96.2,96.0,97.7,92.8,87.5,79.2,83.9
CCOC(=O)c1c(Nc2ccccc2)nn2c(-c3ccc(OC)cc3)c(C#N)cnc12,95.9,110.4,109.4,102.8,95.9,108.0,98.9,92.5
Cc1c(CC(=O)N(C)CCO)cc(-c2ccc(Cl)cc2)n1-c1ccccc1,105.6,95.4,97.1,106.2,94.7,88.8,97.6,101.6
CC(=O)CC1CCCC(CC(C)=O)N1C (stereo unspecified),118.5,108.3,98.9,95.7,105.3,101.5,101.5,115.1
CC1CN2COC(=S)SSSSC(=S)OCN3CC(C)N(COC(=S)SSSSC(=S)OCN1CC2C)CC3C (stereo unspecified),109.9,96.5,107.3,nt,89.3,111.0,91.0,102.4
COc1ccc(C2C(C#N)=C(N)Oc3c2c(=O)n(C)c(=O)n3C)cc1 (stereo unspecified),120.1,104.1,99.1,104.4,102.4,95.4,101.3,110.3
O=NN(CCF)C(=O)N[C@H]1CCCC[C@H]1O,105.1,112.8,100.3,103.7,108.7,104.2,109.0,99.4
COC(=O)[C@@]1(C)CC[C@]2(C)CC[C@]3(C)C(=CC(=O)[C@@H]4[C@@]5(C)Cc6c([nH]c7ccccc67)C(C)(C)[C@@H]5CC[C@]43C)[C@@H]2C1,100.0,94.7,97.7,95.3,93.6,86.5,63.0,89.9
CC1(C)CC[C@]2(C(=O)N3CCOCC3)CC[C@]3(C)C(=CC[C@@H]4[C@@]5(C)Cc6c([nH]c7ccccc67)C(C)(C)[C@@H]5CC[C@]43C)[C@@H]2C1,104.8,91.4,97.6,98.3,97.9,95.4,76.8,98.3
COC(=O)c1ccc(SCCCN2CCOCC2)cc1,127.3,97.8,112.9,94.8,99.3,106.3,92.1,99.6
CN(C)c1cccc2c(S(=O)(=O)Nc3cccc(-c4csc(NC(=O)CCCCCN5CCN(CCO)CC5)n4)c3)cccc12,90.6,70.2,93.5,54.7,89.0,87.9,72.3,60.5
CCOc1c(C#N)c(Nc2ccc(S(N)(=O)=O)cc2)c(C#N)c(=O)n1C(=S)Nc1ccccc1,107.3,103.6,101.7,94.3,103.8,101.4,89.4,102.1
SMILES,DU-145,U251,SF-268,SF-539,OVCAR-8,SNB-19,PC-3,SF-295
C=C(C)[C@@H]1CC[C@]2(C(=O)O)CC[C@]3(C)[C@H](CC[C@@H]4[C@@]5(C)Cc6cc(Cc7ccc(Br)cc7)oc6C(C)(C)[C@@H]5CC[C@]43C)[C@@H]12,107.4,86.2,89.1,97.3,94.5,95.6,79.2,95.6
O=C(O)C=C(c1ccccc1)c1ccccc1,106.7,108.8,96.0,119.2,100.0,96.4,102.3,105.7
CC(C)(C(N)=O)N1CCN(c2ccccc2Cl)CC1,127.6,96.4,114.0,101.8,106.5,94.7,89.9,108.6
Fc1cccc(-c2ccc3c(c2)C2(CCNCC2)CN3)c1,104.6,107.0,98.8,98.8,107.7,112.0,98.1,95.4
S=c1[nH]nc(-c2ccc3c(c2)nc(-c2ccccc2)n3C2CCCCC2)o1,103.0,99.2,96.1,98.4,91.6,102.7,79.9,98.0
COc1ccc2c(c1)C(=O)c1c-2c(=O)n(CCCCCCC(=O)NO)c2ccccc12,9.9*,-58.8*,10.1,7.2*,7.3*,nt,-8.3*,-33.7*
O=C1CCC(=O)CC1,110.3,99.4,98.8,95.3,101.0,93.9,92.7,101.4
O=C1[C@H]2Cc3c([nH]c4ccccc34)[C@H](c3ccc(Cl)cc3)N2C(=O)CN1C1CCN(Cc2c(Cl)cccc2Cl)CC1,76.9,69.5,64.2,75.2,84.5,80.6,49.3,86.8
CCN1CCN(C(=S)SCc2cc(=O)oc3ccc(C)cc23)CC1,95.0,97.9,97.0,99.1,100.7,91.9,98.4,98.5
CCOC(=O)C1=C(Nc2ccccc2)CSC1,112.5,106.5,101.8,102.8,105.4,108.4,105.8,105.2
Cc1cccc2cc3c(nc12)Nn1c(nnc1-c1ccc[nH]c1=S)SC3,115.4,104.2,103.3,101.3,101.7,103.0,98.6,107.7
CCC(C)CC(C)C(=O)C1=C(O)/C(=C\c2ccc(O)cc2)NC1=O (stereo unspecified),114.5,97.1,93.6,101.4,93.6,92.8,86.9,88.7
COc1cc(-c2csc(NC(=O)Nc3cccc(C(F)(F)F)c3)n2)cc(OC)c1OC,55.9,34.1,65.0,67.1,22.6,46.1,18.6,21.7
Cn1ccnc1C(=O)/C=C/c1ccc(CC(=O)Nc2ccc(Cl)cc2)cc1,6.5*,6.3*,8.0*,-35.2*,-27.7*,6.7*,32.7,1.2*
O=C1CC(=NCC(=O)n2cnc3ccccc32)NN1,110.5,nt,95.1,98.9,92.4,97.5,99.0,98.1
O=C(O)c1ccc(-n2cc(/C=N/Nc3ccc(Br)cc3)c(-c3ccc(F)cc3F)n2)cc1,104.1,99.2,90.2,87.1,98.5,89.9,77.3,87.3
CCOC(=O)CC(=O)N1CCSC1COc1ccccc1OC (stereo unspecified),116.9,95.9,111.3,122.7,99.5,107.9,91.0,nt
O=C(/C=C/N1CCc2c(ncnc2NC2CC2)C1)c1ccccc1O,107.7,73.4,105.7,102.8,87.3,113.6,49.3,92.8
Nc1ccc(C2=NN(C(=O)c3cc(-c4ccc(Cl)cc4)nc4ccccc34)C(c3cc(-c4ccccc4)nn3-c3ccccc3)C2)cc1 (stereo unspecified),100.9,98.5,94.0,101.6,100.0,105.7,92.2,103.2
CC(=O)OC1CC2C(C)(C)OC3CC(=O)OCC32C2CCC3(C)C(=CCC3c3ccoc3)C12C (stereo unspecified),92.5,106.7,98.6,103.8,107.6,100.6,105.0,106.5
O=C(O)c1cccc(Nc2ccc3nnc(-c4ccncc4)n3n2)c1,114.6,100.6,103.0,102.2,105.3,104.1,101.3,113.3

# Structures shown so far with fluorine, in the order listed:
SMILES,DU-145,U251,SF-268,SF-539,OVCAR-8,SNB-19,PC-3,SF-295
COc1cc(-c2nc3sccn3c2-c2ccnc(S(C)(=O)=O)n2)ccc1F,101.7,99.1,100.5,91.5,98.3,92.0,104.9,98.6
COCc1c(-c2ccc(NC(=O)Nc3cc(C(F)(F)F)ccc3F)c(F)c2)c2c(N)ncnn2c1CN1CCOCC1,-4.0*,-35.5*,-14.5*,-71.5*,-28.6*,-14.9*,-25.4*,-54.2*
Cc1cc(=O)oc2cc(OCCOc3ccc(/C=C/C(=O)Nc4ccccc4F)cc3)ccc12,105.8,101.4,106.0,98.8,111.9,100.3,100.8,107.8
O=c1c2cc(F)ccc2sc2c(OCCO)nc3ccccc3c12,99.3,95.8,92.3,91.2,97.7,92.2,97.4,98.3
O=C(/C=C/c1cn(-c2ccccc2)nc1-c1ccccc1)NNC(=O)Nc1ccc(F)cc1,109.9,95.8,101.1,104.8,95.9,98.5,90.4,97.3
O=NN(CCF)C(=O)N[C@H]1CCCC[C@H]1O,105.1,112.8,100.3,103.7,108.7,104.2,109.0,99.4
Fc1cccc(-c2ccc3c(c2)C2(CCNCC2)CN3)c1,104.6,107.0,98.8,98.8,107.7,112.0,98.1,95.4
COc1cc(-c2csc(NC(=O)Nc3cccc(C(F)(F)F)c3)n2)cc(OC)c1OC,55.9,34.1,65.0,67.1,22.6,46.1,18.6,21.7
O=C(O)c1ccc(-n2cc(/C=N/Nc3ccc(Br)cc3)c(-c3ccc(F)cc3F)n2)cc1,104.1,99.2,90.2,87.1,98.5,89.9,77.3,87.3

# Assay outcomes as filed in PubChem BioAssay.
